Peg3 promoter – reduces Peg3 promoter-driven luciferase expression in HeLa; HeLa PEG-Prom luciferase reporter, luminescence, overnight; inhibition, % at 20 µM; hit rate 1.7% among 360,000; AID 588405;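 active means inhibition of at least 50% at 20 µM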
Shn3 inh set2 – inhibitors of Schnurri-3 3'UTR reporter in osteoblasts; inhibition, % at 12.5 µM; hit rate 0.52% among 360,000; AID 588674; Clone20 osteoblast Shn3 3'UTR firefly luciferase, 24 h;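 active means mean inhibition of at least 75% with every replicate also reaching 75%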;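 further: 0% = median of neutral control wells and 100% = pilot-screen positive control compound; some compounds past the cut are filed as inactive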
KKLEB tox – CF airway cell cytotoxicity counter-screen; KKLEB CF airway cells viability, ATPlite luminescence, overnight; hits give low values; cells stimulated with P. aeruginosa culture filtrate; activity change (cytotoxicity), % at 5 µM; hit rate 0.36% among 360,000;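 active means corrected activity change at or below -50% at 5 µM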
CF NFkB inh – cystic fibrosis NF-kB activation inhibition; KKLEB NF-kB-GFP reporter, PAF-induced, GFP fluorescence overnight; inhibition, % at 5 µM; hit rate 0.86% among 360,000; AID 588850;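 active means at least 50% inhibition at 5 µM, scaled per plate between neutral and stimulator controls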;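 further: PAF is a Pseudomonas aeruginosa culture filtrate used as stimulus; plate controls were PAF-stimulated DMSO wells for no effect and unstimulated DMSO wells for full effect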
hiPSC survival – increases survival of single human iPS cells; survival enhancement, % at 20 µM; hit rate 0.044% among 360,000; AID 602274; hiPSC single-cell survival, ATPlite luminescence; 100% = ROCK inhibitor wells, 0% = DMSO; in the data active means survival enhancement above about 18%;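 further: cells exposed to compounds for 16 hours before the ATP read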
HIF-2a block – blocks HIF-2a reporter activity | 786-0 RCC cells HIF-2a reporter, luciferase luminescence, overnight | inhibition, % at 18.8 µM | hit rate 0.72% among 360,000 | AID 624352;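 active means inhibition of the luminescence signal of 40% or more relative to plate controls, in a single-dose primary screen at 18.75 µM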
TRPM1 prom inh – inhibitors of MITF-driven TRPM1 promoter in melanoma cells; SK-MEL-5 TRPM1 promoter luciferase, 24 h; hit rate 0.83% among 330,000; AID 488899; inhibition, % at 12.5 µM;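 active means mean inhibition across replicates of 60% or more, whatever share of single replicates reaches that level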; further: values of inactives mirror those of a sister screen read the other way
C8 TRAIL sens – sensitizes caspase-8 expressing cells to TRAIL | NB7+C8 cells + TRAIL, ATPlite viability luminescence | inhibition (viability loss, TRAIL sensitization), % at 10 µM | hit rate 1% among 360,000 | AID 624354;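 active means compounds causing at least 50% loss of cell viability in the single-dose screen, relative to plate controls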
NR2E3 ag-1 – activates human photoreceptor nuclear receptor NR2E3 | Q9Y5X4 | GST-NR2E3/biotin-RetCOR TR-FRET, 1536-well | inhibition of corepressor binding, % at 4.78 µM | hit rate 0.12% among 320,000 | AID 2300;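 active means percent inhibition above the cutoff of mean plus 3 SD of all tested compounds, set per screening campaign, cut at about 20% in these data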;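 further: 0% = DMSO wells and 100% = biotin wells as full block of FRET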
Target sequence (Q9Y5X4 whole entry, looked up): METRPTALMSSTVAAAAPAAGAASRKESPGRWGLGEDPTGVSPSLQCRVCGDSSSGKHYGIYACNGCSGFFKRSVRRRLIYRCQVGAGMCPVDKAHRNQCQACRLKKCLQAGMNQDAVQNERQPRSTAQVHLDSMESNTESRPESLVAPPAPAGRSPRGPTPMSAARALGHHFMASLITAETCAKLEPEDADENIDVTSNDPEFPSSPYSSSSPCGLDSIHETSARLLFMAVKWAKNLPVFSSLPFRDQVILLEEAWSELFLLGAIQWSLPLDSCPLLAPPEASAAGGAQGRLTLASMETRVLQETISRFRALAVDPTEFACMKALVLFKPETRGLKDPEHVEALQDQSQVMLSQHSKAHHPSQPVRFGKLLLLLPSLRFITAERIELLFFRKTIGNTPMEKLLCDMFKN
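Test system: GST-NR2E3 and biotin-RetCOR proteins | Quantity: 1.35 nM GST-tagged NR2E3 final | Medium: Tris pH 7.5 | Also added: 7 nM biotin-RetCOR | Dosing: Compound at 4.8 µM, single dose | Timing: 5 h at 4 °C | Detection: Time-resolved FRET | Read-out basis: Percent inhibition | Benchmarks: Biotin wells as high control, 0.6% DMSO wells as low control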
NR2E3 ag-2 – human photoreceptor-specific nuclear receptor agonism. Q9Y5X4. CHO-S Gal4-NCOR/VP16-NR2E3 two-hybrid, luciferase. inhibition of corepressor binding, % at 3.98 µM. hit rate 0.35% among 360,000. AID 602229;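 active means inhibition above the mean of all tested compounds plus 3 SD, cut at about 70% in these data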;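 further: 0% = DMSO with NR2E3 transfected cells and 100% = cells lacking NR2E3 construct; higher means lower luciferase signal from less NR2E3 corepressor binding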
EBV LMP1 NFkB – Epstein-Barr LMP1 NF-kappaB reporter inhibition | AID 504558 | hit rate 0.69% among 350,000 | LMP1-induced NF-kappaB luciferase reporter cells, luminescence | inhibition, % at 12.5 µM; in the data active means inhibition above about 41%;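 further: 0% = neutral control wells and 100% = reference inhibitor control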
* hit, by the source's call; x = not tested or not shown.

Fields: hiPSC survival, CF NFkB inh, TRPM1 prom inh, KKLEB tox, EBV LMP1 NFkB, Peg3 promoter, NR2E3 ag-2, C8 TRAIL sens, NR2E3 ag-1, HIF-2a block, Shn3 inh set2
1. O=C(Cc1ccc([N+](=O)[O-])cc1)N1CCN=C1SCc1ccccc1
→ -1.5, -14, 7, 10, 6, 1, -27, 10, -1, 11, 7
2. C=CCC1(C#N)C(=S)NC(C)=C(C(=O)OCC)C1c1ccccc1 (configuration not stated)
→ 0.7, 19, x, 5, x, 4, -19, -12, 0, 12, x
3. COc1ccccc1CNC(=O)CN1C(=O)c2ccccc2S1(=O)=O
→ -0.4, 9, 3, 6, 1, 14, -17, 7, 1, 2, -10
4. COCCNC(=O)c1cc(-c2ccccc2C)nn1CC1CC(c2cccnc2)=NO1 (configuration not stated)
→ 7.0, -30, -2, -2, 1, -3, 4, 3, x, 16, 3
5. CCOC(=O)N1CCN(C(=O)CNC2CCCCCCC2)CC1
→ -0.7, -10, -1, 3, -1, -32, 10, 3, 1, 11, -17
6. CCOC(=O)c1cc(-c2cccc([N+](=O)[O-])c2)nc2[nH]c(=O)[nH]c(=O)c12
→ 5.3, 1, -1, -10, -2, 32, 13, -5, -1, 16, 9
7. Cc1ccc(N2C(=O)C(Cl)=C(N3CCOCC3)C2=O)c(C)c1
→ 0.2, 3, 2, 10, -2, 14, 10, 0, 5, 12, -3
8. COc1cccc(C2CC(=O)Nc3c2c(=O)n(C)c(=O)n3C)c1OC (configuration not stated)
→ 0.4, 22, 5, -5, -13, 3, -10, -13, -1, 11, -54
9. O=C(O)c1ccc(CSc2nnc(-c3ccncc3)n2-c2ccc(Cl)cc2)cc1
→ 1.7, -8, 3, 5, 9, 12, 20, 1, 2, 11, 1
10. O=C(CN1CCN(S(=O)(=O)c2cc(Cl)ccc2Cl)CC1)c1ccc(O)c(O)c1
→ -0.1, 12, 9, 9, -3, 15, 12, 13, 5, 8, 14
11. CC(=O)C1=C(C)Nc2ncnn2C1c1ccc(Br)cc1 (configuration not stated)
→ -0.6, -12, 4, -1, -16, -12, 0, -6, -2, -4, 1
12. N#Cc1ccc(S(=O)(=O)NC2CCCCNC2=O)cc1 (configuration not stated)
→ 0.1, -5, -8, 7, 2, 12, 5, -4, 1, 16, -8
13. O=C(CSCCO)Nc1cc(C(F)(F)F)ccc1Cl
→ 5.7, 1, 4, 6, 8, 14, 2, 4, -2, 9, -9
14. CCOCCOC(=O)c1[nH]c2c(c1C)C(=O)CC(c1ccccc1)C2 (configuration not stated)
→ -0.5, 36, 33, -15, 5, -23, 23, 14, 1, -16, 30
15. CCc1ccccc1Nc1nc2ccccc2n1CC
→ 0.1, 5, 6, -13, 2, 8, -10, -8, -4, -5, 10
16. Cc1cc(=O)[nH]c(SCC(=O)Nc2ccc3c(c2)OCCO3)n1
→ -0.5, -7, 9, -3, 2, -6, -2, -5, 2, 11, 2
17. CC12CCC(C(=O)OC3CCCCC3)(OC1=O)C2(C)C (configuration not stated)
→ -0.1, 7, 12, -8, 8, 12, -8, -15, 0, 13, 3
18. CSCC(C)N1CCC(n2nccc2NC(=O)c2ccccc2C)CC1 (configuration not stated)
→ -0.4, -8, 6, 19, -3, 16, -3, -6, 3, 12, 1
19. O=C(NCCc1ccccc1)C1CCN(S(=O)(=O)N2CCOCC2)CC1
→ -0.1, 4, 8, -4, 7, 1, -11, -37, 2, 4, 14
20. CCc1nc2c(OCC3COc4ccccc4O3)cccn2c1N(C)C(=O)c1ccc(OC)cc1 (configuration not stated)
→ -1.3, 14, x, 7, x, 19, 11, 2, x, 5, 1
21. COc1cccc(C(=O)NNC(=O)c2cccc(F)c2)c1
→ 0.4, 1, -38, 5, -5, -80, -37, -2, 3, -137, -85
22. CCOc1ccc(N2C(=O)/C(=C\c3ccccc3OC)S(=O)(=O)C2c2cccc([N+](=O)[O-])c2)cc1 (configuration not stated)
→ -1.6, -14, -4, -2, 2, 15, 20, 0, -1, 20, -6
23. Cc1cc(OCC(=O)Nc2ccccc2N2CCCCC2)ccc1C(C)C
→ -0.4, 21, 12, -7, -13, 25, 1, 6, 0, 13, 2
24. COc1ccc(C(c2nnnn2C2CCCCC2)N2CCN(c3ccc(OC)cc3)CC2)cc1 (configuration not stated)
→ -1.6, 7, 7, -7, -4, 4, -34, 3, 4, 6, 16
25. CCCOC(=O)C1=C(C)NC(=O)NC1c1cc2c(cc1Br)OCO2 (configuration not stated)
→ 0.7, -12, -6, -2, -2, 19, -32, 26, 0, 30, 10
26. CCC(C)NS(=O)(=O)c1ccc(NC(=O)Cc2ccc(OC)cc2)cc1 (configuration not stated)
→ 0.5, 13, 21, 7, 0, 7, 9, -5, -4, 17, 70
27. O=C(CNC(=O)c1cccs1)Nc1ncccc1O
→ 2.0, -24, -2, 7, -1, -3, -20, -2, 2, -15, -1
28. Cc1ccc(S(=O)(=O)NNC(=O)c2sccc2-n2cccc2)cc1
→ 2.2, 11, 3, -1, 15, 10, -12, -6, 3, 6, 12
29. Oc1ccc(C2=CSC3=NCCN23)cc1O
→ 0.0, 6, 4, -11, 14, 20, -34, -16, -2, 0, 5
30. C=CCn1c(SCC(=O)Nc2ccc(NC(=O)c3ccco3)c(OC)c2)nnc1-c1ccncc1
→ 3.0, -13, -2, -6, 5, 1, -22, 1, -2, -17, -13
31. O=C(COc1ccc(Cl)cc1)NCc1nnc(SCC(=O)NCc2ccc3c(c2)OCO3)o1
→ -0.5, 2, 10, -2, 6, 0, -2, 10, 1, 3, -10
32. Cc1cccc2cc(CN(CCc3ccccc3)C(=O)N3CCOCC3)c3nnnn3c12
→ 0.3, -9, -9, 4, -2, 8, -3, 43, 1, 8, -23
33. O=C(COC(=O)c1cnc(Cl)c(Cl)c1)Nc1cccc(S(=O)(=O)N2CCOCC2)c1
→ -1.9, 26, 15, -4, -4, 9, 8, 8, x, 16, 2
34. Cn1cnc([N+](=O)[O-])c1S(=O)(=O)Nc1ccccc1
→ -2.7, 34, 9, -4, 5, -1, -20, 2, x, -2, -16
35. COc1ccc(NC(=O)CN2c3cccc4cccc(c34)S2(=O)=O)cc1OC
→ -1.4, -33, x, 20, 10, -5, 35, 18, x, 18, 56
36. COc1ccc(OC)c(-c2cc(C(=O)NCCCn3ccnc3)no2)c1
→ 0.3, 8, 2, -5, -2, 29, 17, 4, 2, -6, 11
37. CCOC(=O)C1C(C(C)=O)=C(c2ccccc2)c2ccccc2N1S(=O)(=O)C(F)(F)F (configuration not stated)
→ -0.9, 21, 6, 0, -5, 4, -24, -1, x, 20, 14
38. CC1(C)C(=O)OC(c2cccs2)C2(CCCCC2)C1=O (configuration not stated)
→ -2.7, 0, 5, -17, 15, 21, 9, 3, 0, 21, 15
39. CNC(=O)CN(CCc1ccccc1)S(=O)(=O)c1ccc(OC)cc1
→ -0.4, 22, 7, -7, 32, 23, -18, -16, 7, 23, -8
40. Cn1nnnc1SCc1ccc(F)cc1
→ -2.1, 17, -3, -6, 1, 8, 6, -4, 2, 2, 0
41. CCOC(=O)C1C(c2cccc(Cl)c2Cl)NC(=O)NC1(O)C(F)(F)F (configuration not stated)
→ -0.6, 1, 3, -6, -1, 11, 4, -6, 2, 9, 46
42. C/C(N)=C(/C#N)C(=O)CSc1nc2ccccc2c(=O)n1-c1ccc(C)c(Cl)c1
→ 0.0, 19, -1, -13, 0, 39, -10, 6, 1, 14, 17
43. O=C(O)CSc1ccc2nnc(-c3cccnc3)n2n1
→ -1.6, -5, 9, -2, -3, 16, 13, 18, -1, 18, 12
44. C#CCNC(=O)C1=C[C@@H](c2ccc(C(F)(F)F)cc2)C[C@@H](OCCCCO)O1
→ 0.6, -23, 9, 2, -7, -29, -1, -19, -2, -14, -17
45. CCn1c(CC(=O)Nc2ccccc2)nnc1SCC(=O)NC1=NCCS1
→ 0.0, -9, -7, -6, -6, 10, 2, 5, 2, 1, -10
46. Cc1ccc(S(=O)(=O)N2CCN(C)CC2)c(C)c1N(C)S(=O)(=O)c1ccc(Cl)cc1
→ 1.2, 2, 7, -11, 3, 27, 8, 6, 2, 8, 7
47. O=C(NN=C1CCCC1)c1cc(-c2ccccc2)n[nH]1
→ -3.4, -8, -9, 1, 3, -4, 5, 2, -1, -2, 18

Some values from the entries so far.
Cc1cccc2cc(CN(CCc3ccccc3)C(=O)N3CCOCC3)c3nnnn3c12 @ NR2E3 ag-2: -3
Cn1cnc([N+](=O)[O-])c1S(=O)(=O)Nc1ccccc1 @ EBV LMP1 NFkB: 5
CC1(C)C(=O)OC(c2cccs2)C2(CCCCC2)C1=O (configuration not stated) @ Shn3 inh set2: 15
C#CCNC(=O)C1=C[C@@H](c2ccc(C(F)(F)F)cc2)C[C@@H](OCCCCO)O1 @ hiPSC survival: 0.6
Cn1nnnc1SCc1ccc(F)cc1 @ EBV LMP1 NFkB: 1
CNC(=O)CN(CCc1ccccc1)S(=O)(=O)c1ccc(OC)cc1 @ HIF-2a block: 23
COc1ccc(OC)c(-c2cc(C(=O)NCCCn3ccnc3)no2)c1 @ CF NFkB inh: 8

Among those listed so far, 2 contain bromine:
Fields: hiPSC survival, CF NFkB inh, TRPM1 prom inh, KKLEB tox, EBV LMP1 NFkB, Peg3 promoter, NR2E3 ag-2, C8 TRAIL sens, NR2E3 ag-1, HIF-2a block, Shn3 inh set2
11. CC(=O)C1=C(C)Nc2ncnn2C1c1ccc(Br)cc1 (configuration not stated)
→ -0.6, -12, 4, -1, -16, -12, 0, -6, -2, -4, 1
25. CCCOC(=O)C1=C(C)NC(=O)NC1c1cc2c(cc1Br)OCO2 (configuration not stated)
→ 0.7, -12, -6, -2, -2, 19, -32, 26, 0, 30, 10

Some of the compounds tested, so the mix of outcomes need not match the whole.
